High-throughput results as filed in PubChem.
Nrf2 block: inhibitors of Nrf2 signaling; A549 ARE-Fluc reporter, luciferase luminescence, 18-24 h; Potency, µM (doses to about 46 µM), inactives show at the highest dose activity change, negative = inhibition, usual class: inhibitors; 360,000 compounds, 2.1% hits; note: % is set by controls: 0 for no effect and ±100 for the full control effect; nearly all actives have a fitted effect of over 60% in size
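In this cell-based qHTS, ARE-driven firefly luciferase in A549 cells reports Nrf2 activity; the luminescent signal after BugLite lysis is the measured value, with a prior CellTiter-Fluor read for cell health.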
Nrf2 ARE act: activates Nrf2 signaling | Potency, µM (doses to about 46.1 µM), for inactives: at the highest dose activation, actives largely listed as activators | 410,000 compounds, 0.31% hits | AREc32 ARE-luciferase reporter (MCF7-derived line), luminescence, 24 h; note: % of control where 0% means no effect; nearly all actives have a fitted effect of over 65% in size
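Each well held 1000 AREc32 cells, which were incubated with compound for 24 hr at 37 deg C after overnight attachment, and ARE reporter activity was quantified by firefly luciferase luminescence.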
ATXN2 expr inh: ATXN2 expression inhibition; AID 1745845; Potency, µM (series often up to 57 µM), inactives show at the highest dose activity change, negative = inhibition, usual class: inhibitors; 360,000 compounds, 0.72% hits; HEK-293 ATXN2-luciferase reporter, luminescence, 24 h; note: % is set by controls: 0 for no effect and ±100 for the full control effect; nearly all actives have a fitted effect of over 55% in size
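ATXN2-luciferase reporter cells (luciferase flanked by upstream and downstream ATXN2 gene portions) were treated 24 h at 37 °C with compounds at up to 57 uM. SteadyGlo luminescence gave expression; GF-AFC fluorescence gave viability.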
A549 tox: kills or reduces viability of A549 cells in Nrf2 counter-screen | Potency, µM (titrated, usually from 46 µM), for inactives: at the highest dose activity change, negative = cytotoxicity, actives largely listed as inhibitors | 390,000 compounds, 0.16% hits | A549 ARE-Fluc cells, CellTiter-Fluor viability, 18-24 h; note: % is set by controls: 0 for no effect and ±100 for the full control effect
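A549 ARE_Fluc cells in 5% FBS OPTI-MEM were exposed to compounds in concentration-response for 18-24 h at 37 deg C. Viability was read by CellTiter-Fluor fluorescence (Ex 405/Em 525) after 30 min, before the luciferase read.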
TGFb SMAD3 inh: TGF-b pathway inhibition; 410,000 compounds, 1.2% hits; Potency, µM (highest dose often 46.1 µM), for inactives: at the highest dose activity, negative = inhibition, actives largely listed as inhibitors; HepG2 CAGA-GFP TGF-b/SMAD3 reporter, GFP fluorescence, 18 h; TGF-beta stimulated, 500 pg/mL final; note: % is set by controls: 0 for no effect and ±100 for the full control effect; nearly all actives have a fitted effect of over 65% in size
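Using HEPG2 CAGA-GFP reporter cells at 1000 cells/well, we pinned test compounds, stimulated with recombinant TGF-beta (500 pg/mL final) and measured total well GFP after 18 h.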
EPAC2 antagonist: EPAC2 (human) antagonism; Potency, µM (titrated, usually from 114 µM), inactives show top-dose activity, negative = inhibition, most hits filed as inhibitors; EPAC2 GEF exchange of Rap1B-BODIPY-GDP, fluorescence; 360,000 compounds, 0.18% hits; Q8WZA2; AID 720708; note: % is set by controls: 0 for no effect and ±100 for the full control effect; nearly all actives have a fitted effect of over 45% in size; many of its hits are not listed in these tables
Target sequence (Q8WZA2 whole entry, looked up): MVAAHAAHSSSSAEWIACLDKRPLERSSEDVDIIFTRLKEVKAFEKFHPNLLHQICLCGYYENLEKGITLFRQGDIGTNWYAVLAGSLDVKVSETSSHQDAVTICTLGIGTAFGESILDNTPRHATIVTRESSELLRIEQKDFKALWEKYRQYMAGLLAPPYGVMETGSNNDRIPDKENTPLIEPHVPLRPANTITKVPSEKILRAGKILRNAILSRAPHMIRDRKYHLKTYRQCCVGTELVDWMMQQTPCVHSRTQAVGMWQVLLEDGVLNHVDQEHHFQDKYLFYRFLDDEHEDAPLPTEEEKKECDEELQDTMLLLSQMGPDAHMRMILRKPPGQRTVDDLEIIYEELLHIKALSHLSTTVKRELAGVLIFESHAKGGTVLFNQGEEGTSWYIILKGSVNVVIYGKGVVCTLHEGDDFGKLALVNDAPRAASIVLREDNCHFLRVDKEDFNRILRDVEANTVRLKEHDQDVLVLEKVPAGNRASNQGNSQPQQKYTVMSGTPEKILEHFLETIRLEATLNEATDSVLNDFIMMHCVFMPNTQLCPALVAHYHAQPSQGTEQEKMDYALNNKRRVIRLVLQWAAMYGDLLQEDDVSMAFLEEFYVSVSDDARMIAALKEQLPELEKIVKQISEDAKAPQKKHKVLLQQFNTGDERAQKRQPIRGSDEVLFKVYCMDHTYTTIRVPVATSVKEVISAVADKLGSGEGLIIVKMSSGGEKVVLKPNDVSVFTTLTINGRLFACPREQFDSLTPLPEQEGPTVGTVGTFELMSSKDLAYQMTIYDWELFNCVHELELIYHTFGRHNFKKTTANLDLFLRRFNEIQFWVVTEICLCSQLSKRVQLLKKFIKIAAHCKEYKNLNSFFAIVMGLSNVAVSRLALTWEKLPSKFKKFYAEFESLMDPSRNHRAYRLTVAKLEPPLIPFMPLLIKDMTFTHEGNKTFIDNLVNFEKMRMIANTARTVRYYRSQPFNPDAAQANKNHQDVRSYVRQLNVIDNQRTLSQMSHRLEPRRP
HepG2 tox: counter-screen for TGF-b inhibitors: cytotoxicity in HepG2 cells | HepG2 CAGA-GFP viability, ATP luminescence, 18 h | Potency, µM (doses to about 46.1 µM), for the others: top-dose activity change, negative = cytotoxicity, hits mostly cytotoxic | 410,000 compounds, 0.76% hits | AID 588856; note: some results filed as inactive show a strong effect at the top dose
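HepG2 CAGA-GFP cells (1000/well, DMEM with 1% FBS) received compound, then TGF-beta at 500 pg/mL final, and were incubated 18 hours at 37 degrees C. Viability was read by CellTiter-Glo luminescence. Media-only wells were set as complete cell-killing and DMSO as no toxicity.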
MCF10A rerep: induces DNA re-replication in MCF 10a normal breast cells; 350,000 compounds, 2.9% hits; Potency, µM (doses to about 46.1 µM), without a hit: at the top dose activity, positive = re-replication, actives largely listed as activators; MCF 10A DNA re-replication, Hoechst nuclear intensity, 48 h; note: % of control where 0% means no effect; nearly all actives have a fitted effect of over 50% in size
ATXN viability: cell viability loss in ATXN counter-screen; S2 cells (HEK-293 line with an ATXN2-luciferase reporter) viability, CellTiter-Fluor protease fluorescence, 24 h; Potency, µM (titrated, usually from 56.7 µM), actives largely listed as cytotoxic; 400,000 compounds, 0.49% hits; AID 651635; note: nearly all actives have a fitted effect of over 40% in size
Active calls of the source: *; i = inactive; ? = inconclusive; . = not tested or not shown; [ ] = dose if it differs, or a comment. Calls come from the whole dose curve; as a rule, active = well fitted curve in the direction sought with a large enough effect; inconclusive = small, poorly fitted or top-dose-only effect, or another doubt; inactive = no such curve, though single readings can be large; an effect the other way counts as inactive or inconclusive. Potency is the fitted concentration of half-maximal effect.

Each structure is followed by: Nrf2 block	Nrf2 ARE act	ATXN2 expr inh	A549 tox	TGFb SMAD3 inh	EPAC2 antagonist	HepG2 tox	MCF10A rerep	ATXN viability
1. Cc1ccc(C(=O)NCc2cccnc2)cc1S(=O)(=O)Nc1ccccc1
  ?	-0.3%	1%	-15%	15%	-1%	14%	-1%	i
2. Cc1ccc(CN2CC(N3CCN(C)CC3)CS2(=O)=O)cc1 (configuration not stated)
  .	0.1%	3%	.	-9%	-25%	-22%	.	i
3. CCOc1ccc(C2c3c(-c4ccc(C)cc4)n[nH]c3C(=O)N2c2ccc(Cl)cc2)cc1 (configuration not stated)
  ?	-0.5%	-28%	?	4.5µM*	.	13µM*	.	.
4. CC(=O)Nc1nonc1-c1nnc(SCc2ccccc2Cl)n1C
  8%	2.1%	10%	1%	2%	.	1%	.	i
5. CCOc1ccc(C(=O)NCC(c2ccco2)N2CCOCC2)cc1 (configuration not stated)
  2%	-0.5%	5%	-3%	?	16%	-9%	-2%	i
6. CCn1cc2nc(SCC(=O)Nc3cccc(Cl)c3C)n(Cc3ccc(Cl)cc3)c(=O)c2n1
  -30%	-0.1%	10%	-1%	4%	.	-14%	.	i
7. CC1CCCC/C1=N/Nc1ccc([N+](=O)[O-])cc1[N+](=O)[O-] (configuration not stated)
  -10%	9.8%	-10%	-12%	-4%	-7%	-18%	17%	i
8. CC(C)NC(=O)c1ccccc1S(=O)c1ccccc1C#N (configuration not stated)
  .	-0.2%	-6%	2%	0%	1%	-24%	-11%	i
9. O=C(Cc1cccs1)N/N=C/c1ccccc1
  15%	-0.1%	31%[activator]	-1%	26%	-8%	2%	0%	i
10. CC(C)(C)c1ccc(CC(=O)N2CCC2(C)C(=O)O)cc1 (configuration not stated)
  .	-0.8%	-1%	.	1%	2%	-17%	.	i
11. COc1ccc(N2CCN(CCCn3c(=S)[nH]c4ccccc4c3=O)CC2)cc1
  ?	-0.3%	.	-16%	-17%	-5%	-23%	21%	i
12. CC(C)(C)OC(=O)COc1cc(OCC(=O)OC(C)(C)C)c2c(=O)cc(-c3ccccc3)oc2c1
  23µM*	-2.3%	20µM*	16µM*	?	?	-88%	7%	20µM*
13. CCN(CC)S(=O)(=O)c1ccc(OC)c(NC(=O)Cn2cnc3c2c(=O)n(C)c(=O)n3C)c1
  -17%	-0.7%	.	3%	-3%	8%	5%	82%	i
14. CCCSc1ccc(C(=O)Nc2ccc(Cl)cc2)cn1
  ?	0.3%[9.22 µM]	16%	1%	-14%	-5%	-9%	-16%	i
15. O=C(NCC(c1ccco1)N1CCCCC1)c1ccc2c(c1)S(=O)(=O)c1ccccc1C2=O (configuration not stated)
  9%	-0.1%	.	-5%	-15%	-5%	-25%	3%	i
16. CN(C)c1ccc(/C=N/NC2=NS(=O)(=O)c3ccccc32)cc1
  3%	-0.2%	2%	3%	0%	-12%	-1%	-2%	i
17. Cc1ccc(C(=O)NCCN2C3=NC[C@H](C)N3C[C@H]2Cc2ccc(O)cc2)cc1Br
  1%	-0.3%	?	-3%	2%	4%	1%	-6%	i
18. CCC(C)NC(=O)Cn1c(-c2cccs2)cc2cc(Cl)ccc21 (configuration not stated)
  7%	-0.8%	2%	1%	12%	.	-7%	.	i
19. CCOc1ccc(OCCOc2ccc(/C=C/C(=O)O)cc2OCC)cc1
  -10%	0.1%	-15%	-11%	14%	-5%	-4%	-5%	.
20. O=C(NCC(c1ccco1)N1CCOCC1)c1ccc([N+](=O)[O-])cc1 (configuration not stated)
  5%	-0.8%	4%	-1%	8%	3%	-2%	1%	i
21. NC(=O)c1nsc(C(=O)N(c2ccccc2)C(C(=O)NCC2CCCO2)c2cccs2)c1N (configuration not stated)
  -2%	-1.4%	.	-11%	9%	18%	4%	5%	?
22. CC1CCN(S(=O)(=O)c2ccc(NC(=O)CSc3ncccc3C(=O)O)cc2)CC1
  -4%	-0.8%	-7%	1%	-2%	-3%	-11%	1%	i
23. CCOC(=O)Cc1csc(NC(=O)c2sc3nc4ccc(CC)cc4cc3c2N)n1
  2%	7.6%	23%	-1%	2%	28%	-21%	?	i
24. Cc1cc2c(cc3c(=O)n(CC(=O)NCc4ccccc4Br)ncn32)s1
  13%	-0.9%	.	1%	-33%	.	1%	.	.
25. Cc1cc(C)cc(Nc2sc(C(=O)c3ccccc3)c(N)c2S(=O)(=O)c2ccccc2)c1
  .	3.3%	-37%	-4%	-6%	.	-28%	.	?
26. C#CCOCCOCCOCCNc1nc(N2CCN(C(=O)[C@H](CCCCN)n3cc(CN)nn3)CC2)nc(N2CCN(C(=O)[C@H](CCC(=O)O)n3cc([C@@H](N)CCCCN)nn3)CC2)n1
  3%	0.6%	9%	-1%	?	4%	-8%	15%	i
27. CCC(C(=O)OC)n1cnc2c(oc3ccccc32)c1=O (configuration not stated)
  -7%	0.1%	.	10%	-1%	-3%	3%	-9%	i
28. COc1cc(CNC(=O)C2CCCCN2S(=O)(=O)c2ccc(F)cc2)cc(OC)c1OC (configuration not stated)
  -10%	-0.2%	-17%	0%	-22%	.	-8%	.	i
29. COc1ccc(/C=C/C(=O)NCC(=O)n2nc(C)cc2C)cc1
  8%	2.9%	.	0%	-13%	1%	-2%	15%	i
30. Cc1c(Cl)cccc1NC(=O)CN1C(=O)COc2ccc(S(=O)(=O)N3CCOCC3)cc21
  -5%	-0.2%	.	-1%	0%	.	1%	.	.
31. O=C(NCCNC(=O)c1cnccn1)c1ccc(Cl)cc1
  -1%	-0.1%	-5%	0%	-4%	14%	-9%	5%	i
32. O=C(OCCN=C1NS(=O)(=O)c2ccccc21)c1ccco1
  -12%	-0.1%	-1%	2%	4%	-4%	1%	-12%	i
33. Nc1c(C2CCCCC2)c(=O)on1C(=O)c1ccccc1
  10%	4.6%	11%	1%	-3%	12%	0%	15µM*	i
34. CC(=O)c1ccc(NC(=O)Cn2c(-n3nc(C)cc3C)nc(C)cc2=O)cc1
  .	0.1%	.	-3%	-22%	.	-16%	.	.
35. COc1ccc(CCNc2nc(N3CCOCC3)nc(N3CCOCC3)n2)cc1OC
  2%	0.9%	4%	18%	4%	2%	-16%	-2%	i
36. COc1ccc(CNCC(O)COc2ccc(C(C)(C)c3ccccc3)cc2)cc1 (configuration not stated)
  ?	-3.4%	-21%	-10%	?	-15%	-110%	?	i
37. CCOc1ccc(S(=O)(=O)N2CCN(C(=O)c3ccccc3Cc3ccccc3)CC2)cc1
  12%	-0.6%	10%	-1%	18%	-5%	1%	-2%	i
38. CC(=O)C1=C(C)N(CC2CC2)C(=O)N[C@H]1c1ccccc1
  18%	0.1%	16%	-3%	0%	7%	7%	0%	i
39. O=c1c2ccccc2nc2n1CCCCC2
  -4%	-0.8%	4%	-4%	-1%	9%	0%	-5%	i
40. CCNC(=O)C1(C)CCCN(C(=O)c2nc3ccccc3s2)C1 (configuration not stated)
  .	0.6%	11%	.	11%	4%	9%	.	i
41. O=C(NC(c1ccccc1)c1ccccc1)c1ccc(=O)[nH]n1
  11%	0.3%	-16%	7%	10%	1%	5%	-3%	i
42. Cc1ccc(NC(=O)C2CC2c2ccccc2)c([N+](=O)[O-])c1 (configuration not stated)
  ?	7.8%	76%[activator]	-1%	-10%	-2%	-14%	?	i
43. CCOC(=O)c1ccccc1NC(=O)CSc1nnc(Cc2cccn2C)n1-c1ccc(C)cc1
  -19%	0.0%	0%	0%	-16%	-5%	-16%	7%	i
44. CC(C)(C)n1nc2c(c1NC(=O)COc1ccc(F)cc1)CS(=O)(=O)C2
  4%	-1.2%	-5%	9%	1%	0%	1%	1%	i
45. Cc1ccccc1CN(c1ccc(C(=O)NCc2cccnc2)cc1)S(C)(=O)=O
  ?	-0.3%	8%	-6%	7%	-3%	-13%	-14%	i
46. COc1ccc(OCC(O)CN(CC(O)COc2ccc(OC)cc2)c2cccc(O)c2)cc1 (configuration not stated)
  -5%	5.1%	-8%	3%	-28%	-12%	10µM*	3%	i
47. Cc1cc(SCC(=O)N(C)C2CCCCC2)nc2ccccc12
  -13%	-0.3%	-17%	-11%	-14%	?	-25%	10%	?
48. COc1ccc(NC(=S)NC(=O)CC(C)C)c(OC)c1
  26%	3.0%	-1%	0%	0%	-10%	1%	?	i
49. CCOc1cc(CNC(=O)Cn2ncn3c(cc4cc(F)ccc43)c2=O)cc(OCC)c1OCC
  1%	0.4%	-1%	-7%	-7%	.	-4%	.	i
50. NC(=O)c1cc2nc(-c3ccco3)cc(C(F)(F)F)n2n1
  1%	?	-16%	-8%	12%	1%	8%	-5%	?

Next part.
Each structure is followed by: Nrf2 block	Nrf2 ARE act	ATXN2 expr inh	A549 tox	TGFb SMAD3 inh	EPAC2 antagonist	HepG2 tox	MCF10A rerep	ATXN viability
51. CCCc1[nH]n(-c2nc3ccccc3s2)c(=O)c1C=NCC(C)C
  ?	-0.3%	3%	-12%	4%	8%[57.1 µM]	14%	-3%	i
52. CC(OC(=O)c1ccc2c(c1)S(=O)(=O)c1ccccc1C2=O)C(N)=O (configuration not stated)
  21%	-0.7%	0%	-1%	-5%	-7%	-1%	21%	i
53. O=c1ccc2cc3c4c(c2o1)CCCN4CCC3
  8%	2.3%	6%[11.3 µM]	?	10%	-3%	-6%	?	.
54. Cc1ccc(Cl)cc1NC(=O)c1cnc(N2CCCCC2)c2ccccc12
  .	4.3%	.	15%	?	.	-4%	.	.
55. Cn1nc(C(F)(F)F)c(/C=N/OCc2c(Cl)cccc2Cl)c1Cl
  ?	0.0%	3%	-8%	4%	-1%[57.1 µM]	-12%	4%	i

Five structures already listed, sorted by length of the SMILES, lowest first:
Each structure is followed by: Nrf2 block	Nrf2 ARE act	ATXN2 expr inh	A549 tox	TGFb SMAD3 inh	EPAC2 antagonist	HepG2 tox	MCF10A rerep	ATXN viability
48. COc1ccc(NC(=S)NC(=O)CC(C)C)c(OC)c1
  26%	3.0%	-1%	0%	0%	-10%	1%	?	i
50. NC(=O)c1cc2nc(-c3ccco3)cc(C(F)(F)F)n2n1
  1%	?	-16%	-8%	12%	1%	8%	-5%	?
51. CCCc1[nH]n(-c2nc3ccccc3s2)c(=O)c1C=NCC(C)C
  ?	-0.3%	3%	-12%	4%	8%[57.1 µM]	14%	-3%	i
54. Cc1ccc(Cl)cc1NC(=O)c1cnc(N2CCCCC2)c2ccccc12
  .	4.3%	.	15%	?	.	-4%	.	.
52. CC(OC(=O)c1ccc2c(c1)S(=O)(=O)c1ccccc1C2=O)C(N)=O (configuration not stated)
  21%	-0.7%	0%	-1%	-5%	-7%	-1%	21%	i

The list is partial. The share of hits here may be higher or lower than overall.
